Compound activity deposited in PubChem BioAssay by several laboratories.
Rin1 Abl inh = human Rin1-Abl interaction inhibition; TR-FRET Rin1/Abl binding, biochemical; inhibition, % at 7.35 µM; actives 0.4% (n = 360,000); AID 588664; P00519+Q13671; in the data active = inhibition above about 5%, passing the limit was not always enough
CSN deneddyl inh = CSN deneddylation inhibition; Q92905; Purified CSN, SCF-Nedd8-OG deneddylation, fluorescence polarization; inhibition, % at 12.5 µM; actives 0.38% (n = 360,000); AID 651999;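 active = pattern-corrected inhibition above about 35%, with an unprinted fluorescence ratio check between 0.5 and 1.5, limit read from the data, passing the limit was not always enough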;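 also: 0% = enzyme with substrate and 100% = substrate without enzyme; some results filed as inactive read as strong as hits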
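assay system = purified human Csn5 enzyme expressed in HEK293T cells | amount = 0.24 nM enzyme | buffer or medium = Tris/NaCl/DTT buffer, pH 7.5 | reagent = 10 nM SCFSkp2-Nedd8OG | compound = one concentration, 12.5 µM, 0.25% DMSO | times = 90 min reaction at room temperature | signal = FP | read-out basis = % inhibition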
eLon inh = E. coli protease La inhibition. inhibition, % at 7.94 µM. P0A9M0. actives 0.42% (n = 360,000). purified E. coli Lon protease, fluorescence polarization. AID 602123; in the data active = inhibition above about 13%, passing the limit was not always enough;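 also: 0% = enzyme with probe and DMSO and 100% = no enzyme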
FAS-TE inh = inhibitors of human fatty acid synthase thioesterase domain. P49327. recombinant FAS-TE, OMFH fluorogenic substrate, fluorescence endpoint. inhibition, % at 15 µM. actives 0.67% (n = 360,000). AID 602261;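 active = compounds whose normalised, plate-corrected inhibition of enzyme fluorescence in the single-dose primary screen is 50% or more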;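 also: 0% = DMSO with enzyme and 100% = substrate without enzyme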
Target sequence (P49327 whole entry, looked up, the tested form may be a part): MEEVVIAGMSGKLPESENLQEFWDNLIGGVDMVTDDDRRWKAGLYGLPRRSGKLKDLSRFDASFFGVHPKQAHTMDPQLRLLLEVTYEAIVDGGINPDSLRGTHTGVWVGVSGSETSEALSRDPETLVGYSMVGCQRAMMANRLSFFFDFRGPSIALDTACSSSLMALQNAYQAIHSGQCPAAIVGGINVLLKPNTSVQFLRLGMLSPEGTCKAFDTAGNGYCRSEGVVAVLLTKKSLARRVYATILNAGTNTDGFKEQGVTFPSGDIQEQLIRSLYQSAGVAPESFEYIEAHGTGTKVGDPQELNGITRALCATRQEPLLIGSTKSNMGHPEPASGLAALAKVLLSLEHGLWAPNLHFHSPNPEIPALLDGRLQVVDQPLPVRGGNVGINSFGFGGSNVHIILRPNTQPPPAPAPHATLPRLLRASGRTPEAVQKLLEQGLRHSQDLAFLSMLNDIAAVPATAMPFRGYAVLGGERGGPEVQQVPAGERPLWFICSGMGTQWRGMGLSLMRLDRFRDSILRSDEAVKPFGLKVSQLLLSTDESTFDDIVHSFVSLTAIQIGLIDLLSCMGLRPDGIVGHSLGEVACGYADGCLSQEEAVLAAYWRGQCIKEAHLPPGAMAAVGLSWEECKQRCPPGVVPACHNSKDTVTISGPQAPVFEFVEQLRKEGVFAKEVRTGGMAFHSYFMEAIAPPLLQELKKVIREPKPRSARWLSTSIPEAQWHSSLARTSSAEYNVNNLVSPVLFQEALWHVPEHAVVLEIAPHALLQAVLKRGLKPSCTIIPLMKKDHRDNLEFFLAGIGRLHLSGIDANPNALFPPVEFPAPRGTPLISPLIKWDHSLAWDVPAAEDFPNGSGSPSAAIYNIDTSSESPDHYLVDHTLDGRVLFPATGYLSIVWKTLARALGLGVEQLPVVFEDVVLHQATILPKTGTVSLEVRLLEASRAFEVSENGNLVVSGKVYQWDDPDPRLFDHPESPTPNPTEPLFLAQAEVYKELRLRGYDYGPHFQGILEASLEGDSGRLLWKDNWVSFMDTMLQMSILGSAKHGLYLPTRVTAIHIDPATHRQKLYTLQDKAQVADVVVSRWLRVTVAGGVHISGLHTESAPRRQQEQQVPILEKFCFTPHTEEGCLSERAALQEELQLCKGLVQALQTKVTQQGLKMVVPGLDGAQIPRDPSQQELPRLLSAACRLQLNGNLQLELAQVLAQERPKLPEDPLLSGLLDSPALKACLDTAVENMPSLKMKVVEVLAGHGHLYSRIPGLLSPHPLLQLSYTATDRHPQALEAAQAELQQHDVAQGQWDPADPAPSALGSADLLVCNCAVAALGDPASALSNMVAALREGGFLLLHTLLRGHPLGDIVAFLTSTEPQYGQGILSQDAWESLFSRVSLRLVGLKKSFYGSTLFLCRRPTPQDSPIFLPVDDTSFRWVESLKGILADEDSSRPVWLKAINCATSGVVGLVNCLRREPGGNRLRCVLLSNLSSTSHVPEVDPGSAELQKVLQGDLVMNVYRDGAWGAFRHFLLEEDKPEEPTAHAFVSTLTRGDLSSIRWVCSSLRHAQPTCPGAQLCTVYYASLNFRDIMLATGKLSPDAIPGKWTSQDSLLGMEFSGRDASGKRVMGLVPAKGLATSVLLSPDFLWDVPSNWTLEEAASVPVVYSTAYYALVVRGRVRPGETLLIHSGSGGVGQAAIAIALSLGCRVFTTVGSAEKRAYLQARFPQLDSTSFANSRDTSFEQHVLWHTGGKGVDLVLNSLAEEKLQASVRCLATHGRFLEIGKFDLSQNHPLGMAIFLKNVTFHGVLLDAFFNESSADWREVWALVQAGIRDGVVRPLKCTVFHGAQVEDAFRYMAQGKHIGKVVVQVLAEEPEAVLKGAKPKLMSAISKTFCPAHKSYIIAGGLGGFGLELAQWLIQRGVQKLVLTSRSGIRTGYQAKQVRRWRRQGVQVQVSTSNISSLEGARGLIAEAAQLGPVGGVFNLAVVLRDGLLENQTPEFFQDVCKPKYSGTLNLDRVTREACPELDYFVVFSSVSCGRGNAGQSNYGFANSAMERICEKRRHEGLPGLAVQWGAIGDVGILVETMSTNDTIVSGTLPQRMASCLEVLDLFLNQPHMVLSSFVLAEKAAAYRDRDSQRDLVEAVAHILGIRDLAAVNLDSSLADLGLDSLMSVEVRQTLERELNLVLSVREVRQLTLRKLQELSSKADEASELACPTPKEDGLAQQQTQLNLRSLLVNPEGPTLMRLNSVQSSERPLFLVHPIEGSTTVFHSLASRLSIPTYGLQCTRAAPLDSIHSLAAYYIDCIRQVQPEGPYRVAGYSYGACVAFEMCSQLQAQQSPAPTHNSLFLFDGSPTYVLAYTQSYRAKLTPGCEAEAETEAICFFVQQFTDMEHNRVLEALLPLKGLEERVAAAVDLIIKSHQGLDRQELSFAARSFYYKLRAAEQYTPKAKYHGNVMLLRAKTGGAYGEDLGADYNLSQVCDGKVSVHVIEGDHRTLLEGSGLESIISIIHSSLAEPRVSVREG
bovine MsrA act = activates bovine MsrA enzyme | actives 0.3% (n = 360,000) | activation, % at 10.6 µM | purified bovine MsrA, absorbance read-out; in the data active = activation above about 7.5%;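 also: 0% = vehicle and 100% = reference activator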
MLLE-PAM2 inh = inhibitors of microRNA-mediated deadenylation, human PABP1 MLLE binding | P11940 | actives 0.36% (n = 360,000) | inhibition, % at 20 µM | GST-MLLE / FITC-PAM2 fluorescence polarization | AID 588489; in the data active = inhibition above about 35%, passing the limit was not always enough;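 also: plate controls were DMSO wells with GST-MLLE for no effect and wells lacking GST-MLLE protein for full effect; some results filed as inactive read as strong as hits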
Neddylation inh = blocks human cullin neddylation; calls only at 25 µM; TR-FRET cullin neddylation, biochemical; actives 0.58% (n = 360,000); P61081+Q13564; in the data active = inhibition above about 36%
MsrA inhibitor = bovine MsrA inhibition. purified bovine MsrA, absorbance read-out. inhibition, % at 15.5 µM. actives 0.75% (n = 360,000); in the data active = inhibition above about 4.5%;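 also: 0% = vehicle wells with enzyme and 100% = reference inhibitor wells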
TbMetRS inhib = Trypanosoma brucei MetRS inhibition | actives 0.4% (n = 360,000) | inhibition, % at 11.9 µM | purified T. brucei MetRS, ATP depletion, Kinase-Glo luminescence;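 active = inhibition above a per-plate cutoff of the control wells' mean inhibition plus 3 SD, cut at about 5.5% in these data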;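 also: 0% = DMSO wells median and 100% = median of wells with control inhibitor compound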
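Test system: purified T. brucei MetRS enzyme. Also added: ATP, methionine and E. coli bulk tRNA substrates. Compound: 11.9 µM single point. Schedule: 15 min enzyme-compound preincubation, 2 h reaction, 10 min detection, 25 °C. Signal: luciferase luminescence of residual ATP, Kinase-Glo. Evaluation: percent inhibition versus plate control medians. Controls: DMSO wells, low control.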
* = called active by the depositor; i = inactive; / = no result given; + = active, no number.

Values run as follows: Rin1 Abl inh, CSN deneddyl inh, eLon inh, FAS-TE inh, bovine MsrA act, MLLE-PAM2 inh, Neddylation inh, MsrA inhibitor, TbMetRS inhib
> C/C(=N\NC(=O)c1ccc(CSc2cccc3cccnc23)cc1)C1CCCCC1
    -1, -6, 1, 6, -4, 0, +, 4.0, -1.6
> Cc1nc(NC(=O)c2ccccc2)sc1-c1cc(C(=O)N2CCOCC2)nn1CCO
    /, 4, /, /, /, /, i, -0.1, 0.5
> COc1ccc(C2C(C(C)=O)=C(O)C(=O)N2c2ccc(F)cc2)cc1 (centres undefined)
    3, -4, -1, 0, -8, 0, i, 1.7, -0.5
> Cc1ccc(S(=O)(=O)N2CC(O)C[C@H]2C(=O)OCC(=O)Nc2ccc(N3CCCCC3)cc2)cc1C (some centres undefined)
    2, 1, -9, 2, -9, 18, i, -0.1, -1.0
> COCCn1c(CN(C)Cc2ccccc2)nc2c1c(=O)n(C)c(=O)n2C
    -5, 0, -16, -9, -6, 2, i, 0.3, -1.3
> Cc1ccccc1C(OCCN(C(C)C)C(C)C)c1ccccc1 (centres undefined)
    0, -15, -18, -8, -13, 13, i, 0.0, -1.4
> CC(=O)c1cccc(CN2CCCC(CCC(=O)NCc3ccc(F)c(F)c3)C2)c1 (centres undefined)
    4, 3, 1, -6, -3, 9, i, 0.8, -0.5
> COCCNC(=S)Nc1ccc([N+](=O)[O-])cc1C
    -1, -3, -5, -4, -2, 22, i, 0.8, -0.9
> CC1CCN(C(=O)COC(=O)c2cc3ccccc3oc2=O)CC1
    0, -2, -6, -3, -2, 9, i, 1.8, -0.3
> C/C(=N\NC(=S)NCCc1ccccc1)c1ccc(Cl)cc1Cl
    3, 2, 5, 27, -3, 22, i, 0.1, 0.2
> COc1ccc(-c2cc3nc(NCCOc4ccccc4)ccn3n2)cc1
    -2, 8, 5, 24, 1, -19, /, 0.8, 0.0
> COC(=O)c1c(NC(C)=O)sc(C(=O)N2CCOCC2)c1C
    1, 5, -1, -6, -2, -6, i, -0.3, -0.7
> COc1cc(Cn2ccnc2)c(OC)cc1Cn1ccnc1
    1, 3, -4, -3, -6, -7, i, -0.2, 0.3
> O=C1/C(=C/c2cccc(Br)c2)SC(=S)N1/N=C/c1cc([N+](=O)[O-])ccc1O
    -3, 0, -13, 5, -4, -7, i, -0.4, -0.9
> CCOC(=O)CSc1nc(C)c2ccccc2n1
    -4, -2, -1, -3, 0, -27, i, 0.6, 0.1
> COc1ccc(CC(=O)NNC(=O)c2cccnc2)cc1OC
    4, 3, 6, -6, -1, -8, i, 0.5, 0.8
> Cn1c(CSCc2ccc(F)cc2)nnc1SCC(=O)Nc1cccc(C(=O)O)c1
    2, -2, 5, -6, -4, -46, i, 0.5, -0.5
> CC(=O)Nc1ccc(NC(=O)C(C)N2CCN(S(=O)(=O)c3ccc(C)cc3)CC2)cc1 (centres undefined)
    1, 4, -3, 2, -3, -28, i, 0.4, -0.3
> COc1ccccc1NS(=O)(=O)c1ccc2oc(SC(C)C(=O)N3CCNC3=O)nc2c1 (centres undefined)
    0, 0, 3, 0, -9, -113, i, 0.3, -0.2
> O=C(NC(=S)Nc1nc2ccccc2s1)c1ccco1
    3, 5, -11, -3, -3, 23, i, -0.4, -0.5
> COc1ccc(C(=O)c2ccc(Cl)cc2Cl)cc1
    0, -3, 3, 10, -7, 5, i, 0.1, -1.5
> Cc1c(OCC(=O)N(C)C)ccc2c3c(c(=O)oc12)CCCCC3
    -3, 9, -14, 1, -2, -5, /, -0.5, -1.1
> COc1ccc(-c2ccnc3nc(N4CCN(c5ccccc5)CC4)nn23)cc1
    1, 7, -8, 18, -1, -4, i, -0.6, 0.6
> COc1ccc(NC(=O)c2cnc(SC)nc2)cc1
    -1, -2, 0, -3, -8, 0, i, 1.2, -0.4
> Cc1cccc(N(C(=O)CNC(=O)c2ccco2)C(C(=O)NC2CCCC2)c2cccnc2)c1 (centres undefined)
    3, 6, 2, -8, -2, -18, i, 1.3, 0.6
> Cc1nc(C)n(CC(=O)c2ccc(Cl)cc2Cl)n1
    0, -5, 0, -10, 4, -8, i, 0.6, -0.4
> CCOC(=O)C1CCN(C(=O)CNC(=O)OC(C)(C)C)CC1
    -2, -1, -2, -7, -4, -6, i, -0.2, -1.1
> Cc1ccc(C(=O)c2c3ccc(C(F)(F)F)cc3[n+]([O-])n2CCCN)cc1
    2, 1, -6, -9, -5, -7, i, -0.7, -0.4
> CN(CC(=O)Nc1ccccc1Br)C(=O)COc1ccc2ccccc2c1
    6, 0, -7, 7, -3, -4, i, 0.0, -0.1
> O=C(c1ccc([N+](=O)[O-])c(CS(=O)(=O)c2ccc(Cl)cc2)c1)N1CCCCC1
    1, -8, 1, 29, -2, -5, i, -1.0, 0.7

2 entries drawn at random from those above:
Values run as follows: Rin1 Abl inh, CSN deneddyl inh, eLon inh, FAS-TE inh, bovine MsrA act, MLLE-PAM2 inh, Neddylation inh, MsrA inhibitor, TbMetRS inhib
> Cn1c(CSCc2ccc(F)cc2)nnc1SCC(=O)Nc1cccc(C(=O)O)c1
    2, -2, 5, -6, -4, -46, i, 0.5, -0.5
> CCOC(=O)CSc1nc(C)c2ccccc2n1
    -4, -2, -1, -3, 0, -27, i, 0.6, 0.1

(listing goes on)
Values run as follows: Rin1 Abl inh, CSN deneddyl inh, eLon inh, FAS-TE inh, bovine MsrA act, MLLE-PAM2 inh, Neddylation inh, MsrA inhibitor, TbMetRS inhib
> CCN(C(=O)CSc1ncn[nH]1)C1CCCCC1
    -3, -2, 4, -9, -2, -7, i, 0.8, 0.1
> O=C(Cc1ccc(Cl)cc1)Nc1ccc(-c2cc3ccccc3oc2=O)c(Cl)c1
    2, 2, 1, 28, -7, 2, /, 1.2, 0.1
> O=C(NN=C1CCCCCC1)c1ccc2c(c1)OCO2
    -1, 5, -5, -8, 0, -12, i, -0.1, 0.1
> Cc1ccccc1-n1c(C)nnc1SCc1nc2ccccc2s1
    -1, 5, 0, -4, -2, -6, i, 0.7, 0.1
> CCOc1cc(/C=N/NC(=O)C(O)(c2ccccc2)c2ccccc2)ccc1OC(=O)c1ccco1
    -1, 4, -4, 18, -2, -16, i, 2.1, 0.1
> CCOc1ccccc1NC(=O)CN1C(=O)COc2ccc(Cl)cc21
    2, -1, -2, 0, -11, -8, i, -1.3, -0.5
> COc1ccc(C)cc1S(=O)(=O)N(C)CC(=O)NC1CCCCC1
    2, -4, 6, -4, -3, 5, i, 0.4, -0.2
> COc1ccc(-n2c3c(cc(C#N)c2=O)C(=O)CCC3)cc1
    0, 1, -4, -1, -7, 2, i, -0.5, -0.5
> CCOC(=O)C1(Cc2cccc(Cl)c2)CCCN(C(=O)CCOC)C1 (centres undefined)
    4, 4, -7, 0, -2, 1, i, 2.5, -0.5
> CCOC(=O)[C@@H]1[C@H]2COc3ccc(Br)cc3[C@@H]2N2C(=O)N(c3ccc(F)cc3)C(=O)[C@]12C
    -1, -4, 5, 16, -10, 5, i, -0.5, -0.3
> S=C1NCCOCCOCCOCCNC(=S)NCCOCCOCCOCCN1
    3, 0, -3, -4, 3, -40, i, 0.4, -1.7
> Cc1cccc2[nH]c(-c3ccc(NC(=O)c4ccco4)cc3)nc12
    -1, 2, 1, 11, -4, 4, /, 4.2, -0.3
> C/C(=N\N1CCN(c2ccc(Cl)cc2)CC1)c1cccs1
    3, -3, -7, -6, -2, -1, i, -0.6, -0.6
> CC(=O)c1cnc2cc(-c3ccc(C)cc3)nn2c1C
    3, 2, -6, 2, -4, 2, i, -0.1, -0.7
> O=C(CN1CCN(c2ccccc2O)CC1)Nc1ccc2c(c1)CCC2
    0, 1, 0, 17, -12, -7, i, 1.2, -0.6
> CCN(CCn1cccn1)C(=O)CC1C(=O)NCCN1Cc1cc(OC)cc(OC)c1 (centres undefined)
    3, 0, -3, -9, -9, 13, i, -0.2, -1.3
> O=C(c1ccccn1)N(c1ccccc1)C1(C(=O)NC2CCCCC2)CCCCC1
    2, 4, -6, 8, -3, -10, i, 1.0, -0.3
> Cc1ccc(CN2CCN(/N=C/c3cc([N+](=O)[O-])ccc3Cl)CC2)cc1
    1, -5, 3, 22, 2, 19, i, 0.1, -0.4
> Brc1ccc(-c2noc3c2-c2nc(-c4ccccc4)sc2CC3)cc1
    4, 2, -6, 9, -1, 2, i, 0.6, -0.2
> Clc1ccccc1C(c1nnnn1Cc1ccco1)N1CCN(Cc2ccco2)CC1 (centres undefined)
    -3, 6, -7, 4, -2, -4, i, 0.9, 0.6
> COc1ccc2c3c(cccc13)C(=O)CC2
    12*, -73, +, -153, -4, i, i, 2.9, -0.2
> CCCC(=O)Nc1ccc(N2CCN(C(=O)CCC)CC2)cc1
    3, 3, -6, -8, -3, 6, i, -0.8, -0.4
> CCOc1nc2c(c(=O)n(C)c(=O)n2C)n1Cc1ccccc1Cl
    -3, 1, -11, 4, -4, 21, i, 1.1, -0.5
> CCOC(=O)c1cn2nc(Oc3ccc(C)cc3)ccc2n1
    -1, 1, -2, -5, -3, 0, i, 0.3, 0.1
> Cc1ccc2c(c1)N(C(=O)CCC(=O)NC1CCCCCC1)CC(C)O2 (centres undefined)
    -2, -1, 2, 5, 2, 3, i, -0.5, -0.6
> COc1ccc(NC(C)C(=O)N/N=C/c2c(O)ccc3ccccc23)cc1 (centres undefined)
    3, 3, -4, 11, 6, -16, i, -1.0, 0.0
> O=C(CSc1nnc(NC(=O)c2ccco2)s1)Nc1ccc(F)cc1F
    2, -2, -1, -6, 0, 6, i, -0.7, 0.0
> COc1ccc(OC)c(/C=N/N(C)c2ccccc2)c1
    5, 4, 5, 22, 6, -17, i, 2.7, -0.2
> CC(=O)NC(=S)Nc1ccc(NC(=O)c2cccnc2)cc1
    2, 1, -1, -7, -2, 20, i, -0.8, 0.2
> COc1ccccc1N(Cc1ccccc1)S(=O)(=O)c1cccc(C(=O)Nc2ccc(C)cn2)c1
    -3, 2, 0, 30, -3, -1, i, 3.7, 0.3
> Cc1c(C(=O)N(Cc2nnc(-c3ccccc3Cl)o2)C2CC2)oc2ccccc12
    2, 0, -9, 24, -3, -1, i, -0.7, -0.3
> Cn1ccc(C(=O)Nc2cccnc2Cl)n1
    -1, -4, -1, -1, -5, -14, i, -0.2, -0.5
> Cc1ccc(S(=O)(=O)Nc2cccc3c2O[C@H](CN(C)Cc2ccccc2)[C@@H](C)CN([C@H](C)CO)C3=O)cc1
    6, -6, -19, 0, -5, 8, i, 0.9, 0.0
